High-throughput results from PubChem BioAssay.
PrPC TRFRET = inhibitors of human cell surface prion protein PrPC, primary screen, cell-based, TR-FRET | Major prion protein (Homo sapiens), P04156 | TR-FRET read-out | inhibition, % at 13.8 µM | 0.43% of 370,000 active; in the data active = inhibition above about 24%; note: 0% = median of the test wells and 100% = reference compound wells
BioA inh = M. tuberculosis BioA enzyme inhibitors, primary screen, biochemical, plate reader, single point, HTS | 7,8-diaminopelargonic acid synthase BioA (Mycobacterium tuberculosis) | purified M. tuberculosis BioA enzyme | inhibition, % at 9.99 µM | 0.096% of 360,000 active | AID 602481, 2012; in the data active = inhibition above about 40%; inconclusive = no clear call, values can overlap the other calls
UGM FP inh = M. tuberculosis UGM enzyme inhibitors, primary screen, biochemical, fluorescence polarization, single point. AID 504406, 2011. inhibition, % at 10 µM. purified UGM, fluorescence polarization probe displacement. UDP-galactopyranose mutase (Mycobacterium tuberculosis (strain ATCC 25618 / H37Rv)), …. 0.06% of 320,000 active; in the data active = inhibition above about 10%, passing the limit was not always enough; inconclusive = no clear call, values can overlap the other calls
Target sequence (P9WIQ1 whole entry, looked up): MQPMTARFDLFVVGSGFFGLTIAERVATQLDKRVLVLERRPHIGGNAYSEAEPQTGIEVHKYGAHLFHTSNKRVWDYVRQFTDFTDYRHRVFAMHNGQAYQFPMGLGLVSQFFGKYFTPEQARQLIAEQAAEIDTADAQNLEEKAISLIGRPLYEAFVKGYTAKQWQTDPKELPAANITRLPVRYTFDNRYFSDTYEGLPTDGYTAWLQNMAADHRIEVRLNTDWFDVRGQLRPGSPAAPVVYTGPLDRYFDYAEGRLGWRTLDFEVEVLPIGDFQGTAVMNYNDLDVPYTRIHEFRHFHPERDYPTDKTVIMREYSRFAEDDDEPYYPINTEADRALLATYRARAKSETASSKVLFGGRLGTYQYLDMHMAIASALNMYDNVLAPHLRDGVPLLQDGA
MazF activator = activators of E. coli MazEF toxin-antitoxin RNase, primary screen, biochemical, fluorescence, uHTS | Endoribonuclease toxin MazF (Escherichia coli (strain K12)), P0AE70 | FAM/BHQ RNA-DNA oligo cleavage fluorescence, 5 h | activation, % at 20 µM | 0.32% of 350,000 active; in the data active = activation above about 50%
Target sequence (P0AE70 whole entry, looked up): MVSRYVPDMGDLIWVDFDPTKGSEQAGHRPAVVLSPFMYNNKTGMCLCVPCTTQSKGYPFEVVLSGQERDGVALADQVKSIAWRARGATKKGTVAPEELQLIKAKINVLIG
FBA Mtb inh = Mtb FBA enzyme inhibitors, primary screen, biochemical, fluorescence, strain H37Rv; 2.3% of 360,000 active; Fructose-bisphosphate aldolase (Mycobacterium tuberculosis (strain ATCC 25618 / H37Rv)), …; purified M. tuberculosis FBA, fluorescence read-out; AID 588726, 2011; inhibition, % at 1 µM; in the data active = inhibition above about 27%;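 note: 0% = vehicle and 100% = reference inhibitor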
BoNT-F LC inh = BoNT/F light chain protease inhibitors, primary screen, biochemical, flow cytometry, MLPCN library; Multiplex microsphere protease cleavage assay; inhibition, % at 10 µM; 0.22% of 360,000 active; AID 588497, 2011; in the data active = inhibition above about 35%, passing the limit was not always enough; inconclusive = no clear call, values can overlap the other calls; note: plate controls were buffer without enzyme for full effect and enzyme alone for no effect
Rv3671c inh = Rv3671c serine protease inhibitors, primary screen, biochemical, fluorescence polarization, M. tuberculosis H37Rv. 0.048% of 320,000 active. inhibition, % at 5.96 µM; in the data active = inhibition above about 38%;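 note: extracellular domain of Rv3671c used as enzyme; 0% = enzyme with DMSO and 100% = no enzyme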
Target sequence (P9WHR9 whole entry, looked up, the tested form may be a part): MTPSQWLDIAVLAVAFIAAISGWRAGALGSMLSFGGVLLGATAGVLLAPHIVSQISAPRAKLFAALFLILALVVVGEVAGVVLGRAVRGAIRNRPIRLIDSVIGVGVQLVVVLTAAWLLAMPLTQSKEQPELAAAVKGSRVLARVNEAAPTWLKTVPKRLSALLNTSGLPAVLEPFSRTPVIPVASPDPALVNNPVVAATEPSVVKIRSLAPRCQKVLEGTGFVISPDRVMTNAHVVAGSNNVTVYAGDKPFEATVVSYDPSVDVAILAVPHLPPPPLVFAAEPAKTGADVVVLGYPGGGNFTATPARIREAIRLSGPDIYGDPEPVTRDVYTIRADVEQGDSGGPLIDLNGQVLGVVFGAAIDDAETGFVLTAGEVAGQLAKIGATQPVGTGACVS
FadD28 FP inh = inhibitors of FadD28 bisubstrate probe binding, primary screen, biochemical, fluorescence polarization, single point | inhibition, % at 12.5 µM | 0.22% of 360,000 active | AID 588549, 2011; in the data active = inhibition above about 8.5%, passing the limit was not always enough; inconclusive = no clear call, values can overlap the other calls
GDH-TPI inh = GDH-TPI coupling enzyme inhibitors, primary screen, artefact control for M. tuberculosis FBA inhibitor project, biochemical, absorbance, full deck. GDH-TPI coupled enzyme counterscreen, NADH absorbance. inhibition, % at 4.8 µM. 1.2% of 360,000 active; in the data active = inhibition above about 30%;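 note: 0% = DMSO wells and 100% = wells lacking the enzyme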
Numbers without * were called inactive; ? = inconclusive; nt = no result given.

cpd	mol	PrPC TRFRET	BioA inh	UGM FP inh	MazF activator	FBA Mtb inh	BoNT-F LC inh	Rv3671c inh	FadD28 FP inh	GDH-TPI inh
1	Oc1ccc(Cl)cc1C1=Nc2ccccc2N=C(c2ccco2)C1	-2	-5.4	5.7	113*	5	-3	-11	-0.7	19
2	O=C(COC(=O)/C=C/c1cccs1)NC(=O)Cc1ccccc1	7	nt	-0.5	0	0	0	-6	1.7	-1
3	c1ccc(CSc2nc3ncccn3n2)cc1	8	2.4	-0.8	1	2	-2	-5	-4.5	0
4	COc1ccccc1-c1cc(NC(C)=O)c2ncc(-c3ccc(F)cc3)n2c1	2	-0.1	nt	nt	9	-6	nt	-1.3	4
5	CC1CC=CCC1(CO)CO (stereo not given)	-6	-0.2	nt	8	4	0	nt	-0.6	9
6	O=C(Nc1ncccc1O)c1cccc(S(=O)(=O)N2CCc3ccccc32)c1	0	-0.7	2.8	3	0	5	1	-5.0	-2
7	Cc1ccc(Nc2nnc(-c3ccc(N4CCOCC4)c([N+](=O)[O-])c3)c3ccccc23)cc1	3	nt	-1.4	2	-6	-2	4	-4.0	10
8	c1ccc2c(c1)CCN(c1nc3cc4c(cc3s1)OCCO4)C2	4	0.4	-1.0	0	8	4	-8	nt	-4
9	Cc1cc(C(=O)NCc2ccc(F)cc2)c2ccccc2n1	5	0.2	1.8	8	-2	8	-8	-2.0	-6
10	O=C(Cc1ccc(F)cc1)Nc1ccc(S(=O)(=O)N2CCCC2)cc1	6	-2.0	1.3	-4	-1	6	-10	-1.7	-1

Going on with the list:
cpd	mol	PrPC TRFRET	BioA inh	UGM FP inh	MazF activator	FBA Mtb inh	BoNT-F LC inh	Rv3671c inh	FadD28 FP inh	GDH-TPI inh
11	COC(=O)c1cc(NC(=O)CC2SC(=Nc3ccccc3)N(CCc3c[nH]c4ccccc34)C2=O)cc(C(=O)OC)c1 (stereo not given)	7	-1.8	2.7	-10	2	-21	-147	-4.5	9
12	Cc1ccc(NC(=S)N=Nc2c(O)[nH]c3ccccc23)cc1	3	nt	0.5	10	-11	-10	5	-1.3	4
13	COc1ccc(CCNC(=O)CCc2ccsc2)cc1OC	4	3.2	3.3	0	0	2	5	-1.8	0
14	CCCCCC(=O)Nc1cccc2ccccc12	-3	nt	-2.5	2	-2	-10	-16	-3.2	-1
15	Cn1c(O)c(C(=O)c2ccccc2)c(=O)n(C)c1=O	-11	-1.0	2.6	3	-1	-1	8	-3.2	-10
16	O=C(Oc1cccc(NC(=O)c2ccco2)c1)c1cccc(S(=O)(=O)N2CCCCC2)c1	1	-4.6	1.0	-1	-5	-3	-11	-4.0	7
17	O=C(O)Cc1sc(Nc2cccc3ccccc23)nc1-c1ccc(F)cc1	5	nt	0.5	-2	1	-14	nt	-3.8	0
18	O=C(NCC1CCCO1)c1cc(Br)c(Br)s1 (stereo not given)	-10	1.3	-1.5	0	4	3	0	-1.8	4
19	COc1ccccc1C(=O)NCCC(=O)NCC(c1ccco1)N1CCCC1 (stereo not given)	-1	-1.3	1.5	4	3	5	-12	-0.1	0
20	CC(C)(C)NC(=O)NC(=O)CSc1nncs1	2	nt	0.8	-10	5	-4	4	-1.7	3

Next structures.
cpd	mol	PrPC TRFRET	BioA inh	UGM FP inh	MazF activator	FBA Mtb inh	BoNT-F LC inh	Rv3671c inh	FadD28 FP inh	GDH-TPI inh
21	O=C(Cn1ncc2c3ccccc3n(Cc3ccc(Cl)cc3)c2c1=O)NCCCN1CCCC1=O	-10	-0.8	-0.8	-4	6	-1	-3	0.3	3
22	COCCNc1nc(NCc2ccccc2)nc2ccsc12	3	-1.0	nt	nt	7	-6	nt	-1.3	7
23	COc1cc(C(=O)Nc2sc(C)c(C)c2C(=O)O)cc(OC)c1OC	-2	nt	1.2	-9	4	-4	-4	0.1	3
24	O=C(Nc1nc2ccccc2n1Cc1ccccc1)c1ccco1	-6	-0.6	-1.1	-1	0	?	-2	-2.8	27
25	COc1cc(NC(=O)c2ccc3c(SCC(=O)O)c4c(nc3c2)CCC4)cc(OC)c1OC	-9	1.9	3.4	-2	1	-3	-4	-0.4	9
26	COc1cccc(/C=N/Nc2ccc(C(=O)O)cc2)c1O	3	nt	-1.2	6	-1	-7	2	0.9	25
27	O=C(Nc1ccc2c(c1)OCO2)C1CCN(C(=O)c2ccc(Cl)cc2)CC1	-3	18	1.2	0	-2	5	7	-0.3	0
28	CCN(CC)C(=O)CSc1nnc(-c2ccco2)n1Cc1ccco1	-4	nt	-1.7	4	2	-8	12	-2.7	-8
29	CCOC(=O)c1ccc(NC(=O)NCc2ccncc2)cc1	8	-0.4	-3.0	8	10	12	1	-3.0	-4
30	O=C(NC(=S)Nc1ccc(N2CCOCC2)cc1)c1cccs1	10	-1.5	0.4	10	-1	-11	-9	0.8	7

The list goes on, overlapping the part above by two compounds.
cpd	mol	PrPC TRFRET	BioA inh	UGM FP inh	MazF activator	FBA Mtb inh	BoNT-F LC inh	Rv3671c inh	FadD28 FP inh	GDH-TPI inh
29	CCOC(=O)c1ccc(NC(=O)NCc2ccncc2)cc1	8	-0.4	-3.0	8	10	12	1	-3.0	-4
30	O=C(NC(=S)Nc1ccc(N2CCOCC2)cc1)c1cccs1	10	-1.5	0.4	10	-1	-11	-9	0.8	7
31	CCCN(CC1CC1)C(=O)CSc1ncnc2sc(C)c(C)c12	1	1.5	-2.0	3	4	16	2	-0.4	0
32	CC1(c2cccc(Br)c2)NC(=O)N(CC(=O)Nc2ccc3c(c2)OCCO3)C1=O (stereo not given)	8	-1.0	1.6	5	1	1	6	-0.5	-2
33	CCC(=O)NCCNC(=O)c1c(SC)nsc1SC	-2	nt	0.7	2	-1	nt	4	-0.2	2
34	Cc1ccccc1-c1csc(C(O)c2cccc(Cl)c2)n1 (stereo not given)	6	-1.3	nt	nt	-4	5	nt	-5.7	8
35	CC1=CC2=NC(=O)CC(C)(C(=O)N(CC(=O)NC3CCCC3)c3ccccc3C)N2C=C1 (stereo not given)	2	6.6	-3.5	4	62*	-2	0	-0.3	10
36	CCOC(=O)C1(Cc2ccc(OC)cc2)CCN(C(=O)Cc2cccnc2)CC1	-4	2.5	0.3	3	1	0	-10	-0.8	3
37	CCN(CC)S(=O)(=O)c1ccc(N=N/C(C(C)=O)=C(/C)O)cc1	-9	-0.8	-0.8	10	-1	-2	-8	-0.1	40*
38	O=C(Nc1ccc(S(=O)(=O)Nc2ccccn2)cc1)c1cccc([N+](=O)[O-])c1	-1	3.2	-0.2	-5	0	-3	11	0.4	-2
39	Cc1ccc(C(=O)OCC(=O)N2CCCCCC2)c(O)c1	-5	-0.2	-1.1	-15	3	-2	-10	0.9	8
40	CC(NC(=O)c1ccc(F)cc1F)C1CC2CCC1C2 (stereo not given)	5	-0.2	-2.8	-4	-2	1	0	0.1	5

Next results:
cpd	mol	PrPC TRFRET	BioA inh	UGM FP inh	MazF activator	FBA Mtb inh	BoNT-F LC inh	Rv3671c inh	FadD28 FP inh	GDH-TPI inh
41	Cc1ccc(-c2nnc(Nc3ccccc3)c3ccccc23)cc1S(=O)(=O)NCC1CCCO1 (stereo not given)	-9	1.8	2.7	4	-2	3	-15	-2.1	19
42	COC(=O)[C@H](C)NC(=O)/C=C/c1ccc(OC)cc1	3	-0.9	-4.3	1	0	-2	2	-1.1	2
43	Cc1ccccc1C(=O)N1CCN(c2ccc(NC(=S)NC(=O)c3cccs3)cc2)CC1	20	-1.0	0.3	-11	2	-9	3	-2.8	14
44	CNc1ccccc1C(=O)OCC(C)=O	nt	-0.3	3.7	4	62*	0	-9	-2.1	7
45	CN(C)CCNC(=O)CNC(=S)N(Cc1ccccc1)Cc1ccccc1F	-6	nt	-1.7	-3	-2	-2	6	-0.5	-1
46	O=C(NCCCN1CCCC1=O)c1cccc(S(=O)(=O)Nc2ccc(F)cc2)c1	-3	0.5	0.6	-2	1	7	-2	-0.3	0
47	C=CCNC(=S)NNc1nc2c(c(=O)[nH]1)C1(CCCC1)Cc1ccccc1-2	0	nt	0.6	-14	2	-5	0	-0.7	9
48	Cc1cc(NC(=O)CSc2nc3ccccc3s2)no1	2	nt	2.5	-1	-1	-1	-4	-3.4	-15
49	COc1cccc(-c2nc(C(=O)NCCCN3CCOCC3)cc3c2[nH]c2ccccc23)c1	-19	-0.7	0.2	10	38*	-15	-5	-9.9	15
50	S=C1NCN(Cc2ccco2)CN1c1ccccc1	-1	nt	-2.7	0	1	-7	8	-1.1	-4

(more compounds)
cpd	mol	PrPC TRFRET	BioA inh	UGM FP inh	MazF activator	FBA Mtb inh	BoNT-F LC inh	Rv3671c inh	FadD28 FP inh	GDH-TPI inh
51	COc1cccc(NC(=O)c2ccccc2F)c1	7	0.3	0.6	1	6	0	12	-0.5	-3
52	COc1ccc(-c2noc(CCC(=O)NCCN3CCN(c4ccccc4F)CC3)n2)cc1	2	-0.7	1.3	4	-2	0	3	-2.1	-4
53	Cc1ccc(C)c(C(O)c2ncc(-c3ccc4ccccc4c3)[nH]2)c1 (stereo not given)	-2	-0.7	nt	nt	20	-2	nt	-2.3	-5
54	COc1ccc(OC)c(/C=C2\Oc3cc(OCC(=O)N4CCC[C@H]4C(=O)O)ccc3C2=O)c1	nt	-1.4	12*	-23	-10	2	2	-0.4	24
55	Cc1nn(CC(=O)Nc2c(C)n(C)n(-c3ccccc3)c2=O)c(C)c1[N+](=O)[O-]	-10	-1.9	1.4	-3	0	-5	7	-3.3	7
56	COc1ccc(NC(=O)CSc2nc3ncccc3[nH]2)cc1OC	-1	-0.2	-2.5	2	3	1	4	-2.2	10
57	COc1cnn(-c2ccccc2)c(=O)c1OC	-8	nt	-1.5	10	5	nt	7	-1.0	5
58	O=C(CSc1ccc2nnc(-c3ccccn3)n2n1)Nc1ccccc1C(F)(F)F	-6	1.5	6.4	-19	8	3	0	-0.3	6
59	CCOc1ncccc1C(=O)OCC(=O)Nc1ccc2c(c1)OCCO2	3	-2.4	nt	0	-1	-7	-9	-0.5	-1
60	O=C(NC(=S)Nc1ccccc1Cl)c1cnn2c(C(F)(F)F)cc(C(F)(F)F)nc12	5	-1.5	-0.2	-2	1	nt	5	-2.2	7

(list continues)
cpd	mol	PrPC TRFRET	BioA inh	UGM FP inh	MazF activator	FBA Mtb inh	BoNT-F LC inh	Rv3671c inh	FadD28 FP inh	GDH-TPI inh
61	Cc1nc2ccc(NC(=O)CSc3ccccc3)cc2s1	-2	-3.3	0.3	-4	2	1	-2	nt	3
62	O=S(=O)(Nc1ccc2c(c1)OCCO2)c1cccs1	4	0.1	1.1	4	2	-13	2	-0.4	6
63	COC(=O)[C@@]12CCCN1[C@H](c1ccc(-c3cccc(Cl)c3)c(OC)c1)[C@H]1C(=O)N(C)C(=O)[C@H]12	-5	-1.1	0.6	-9	7	-8	0	-1.3	12
64	O=P(CCc1ccccc1)(c1ccccc1)c1ccccc1	2	1.5	nt	0	0	-5	nt	-0.5	-4
65	O=C(C1CCN(c2ncnc3c2sc2cccc(F)c23)CC1)N1CCOCC1	9	-0.5	0.8	5	0	-12	1	-2.8	8

Rows were taken by chance; overall some 4.8% were active at least once.
